LDHA inh: LDHA (human) enzyme inhibition; P00338; purified LDHA, NADH/diaphorase-resazurin fluorescence; active compounds read low; activity change, % (values are at about 110 or 230 µM); 480,000 tested, 0.15% active; AID 1347041; in the data active means activity change below about -30%; inconclusive means mostly about -25% to -30%;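 further: plate controls were DMSO wells for no effect and wells without enzyme for full effect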
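Remaining NADH was detected by diaphorase (0.133 mg/mL) converting 37 µM resazurin to fluorescent resorufin, read at 0 and 20 minutes. The preceding 5-minute room-temperature reaction used 2 nM LDHA, 0.2 mM sodium pyruvate and 0.06 mM NADH at pH 7.4.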
BLM inh: blocks DNA unwinding by human BLM helicase; AID 2528; 350,000 tested, 0.2% active; recombinant BLM DNA unwinding, fluorescence dequenching; Potency, µM (highest dose often 56.1 µM), for the others: at the top dose activity change, negative = inhibition, most hits filed as inhibitors;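 further: potency means the concentration at half of the fitted maximal effect; plate controls were vehicle for no effect and no enzyme for full effect; nearly all actives have a fitted effect of over 35% in size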
APEX1 inh: blocks human APE1 abasic DNA cleavage | Potency, µM (doses to about 65.8 µM), for inactives: at the top dose activity change, negative = inhibition, actives largely listed as inhibitors | 350,000 tested, 0.35% active | AID 2517 | recombinant APE1, TAMRA/BHQ-2 abasic DNA cleavage fluorescence;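 further: potency means the concentration at half of the fitted maximal effect; plate controls were vehicle for no effect and reference inhibitor for full effect; nearly all actives have a fitted effect of over 55% in size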
Target sequence (P27695 whole entry, looked up): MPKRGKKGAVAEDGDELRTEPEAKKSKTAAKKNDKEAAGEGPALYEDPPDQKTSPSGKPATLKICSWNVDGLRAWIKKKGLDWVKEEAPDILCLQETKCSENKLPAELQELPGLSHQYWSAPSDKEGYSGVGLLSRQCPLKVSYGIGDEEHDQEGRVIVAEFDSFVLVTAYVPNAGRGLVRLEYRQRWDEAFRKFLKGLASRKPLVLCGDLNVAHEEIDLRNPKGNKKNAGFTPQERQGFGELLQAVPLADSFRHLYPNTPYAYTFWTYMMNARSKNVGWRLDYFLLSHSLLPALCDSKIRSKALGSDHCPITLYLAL
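Endonuclease cleavage of a quenched abasic-site DNA duplex (50 nM) by APE1 (0.75 nM) was tracked by TAMRA dequenching. Compounds were preincubated with enzyme 15 min at room temperature; data normalized to buffer-only and DMSO wells plus NSC13755 control.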
POLK inh: DNA polymerase kappa (human) inhibition. AID 588579. Potency, µM (top dose mostly 107 µM), without a hit: at the top dose activity, negative = inhibition, most hits filed as inhibitors. purified Pol kappa, fluorescent DNA synthesis assay, 10 min. 400,000 tested, 0.53% active; further: potency means the concentration at half of the fitted maximal effect; on the % scale 0 is the no-effect control and ±100 the full control effect
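Readout: fluorescence, taken kinetically at 0 and 10 min. Conditions: 10 nM Pol kappa, 15 min RT compound preincubation, 50 nM substrate final. Controls: enzyme-free buffer wells.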
Apoferritin bind: binds horse apoferritin like a general anesthetic; Potency, µM (series often up to 77.5 µM), for the others: at the highest dose activity change, negative = displacement, usual class: inhibitors; apoferritin/1-aminoanthracene competitive binding, fluorescence; P02791; 350,000 tested, 0.074% active; AID 485281; further: potency means the concentration at half of the fitted maximal effect; on the % scale 0 is the no-effect control and ±100 the full control effect; nearly all actives have a fitted effect of over 20% in size
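Steps: apoferritin (10 uM) was premixed with half-saturated 1-AMA in PBS, compounds were pin-transferred, plates stood 10 min at room temperature, fluorescence was read at 380/535 nm, and curves were fitted with a Hill equation.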
POLI inh: blocks human DNA polymerase iota activity | Pol iota fluorescent replication assay, 10 min | Potency, µM (titrated, usually from 115 µM), inactives show at the top dose activity, negative = inhibition, hits mostly inhibitors | 390,000 tested, 1% active | AID 588590; further: potency means the concentration at half of the fitted maximal effect
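Pol iota at 10 nM preincubated 15 min with compounds at room temperature; reaction started with fluorescent substrate, 50 nM final. Fluorescence read kinetically at 0 and 10 min; buffer-only wells as negative control.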
Pol eta inh: inhibitors of human DNA polymerase eta; Q9Y253; recombinant Pol eta, fluorescent DNA replication assay; Potency, µM (doses to about 114 µM), inactives show at the top dose activity change, negative = inhibition, actives largely listed as inhibitors; 390,000 tested, 1.2% active; AID 588591; further: potency means the concentration at half of the fitted maximal effect; on the % scale 0 is the no-effect control and ±100 the full control effect
Target sequence (Q9Y253 whole entry, looked up): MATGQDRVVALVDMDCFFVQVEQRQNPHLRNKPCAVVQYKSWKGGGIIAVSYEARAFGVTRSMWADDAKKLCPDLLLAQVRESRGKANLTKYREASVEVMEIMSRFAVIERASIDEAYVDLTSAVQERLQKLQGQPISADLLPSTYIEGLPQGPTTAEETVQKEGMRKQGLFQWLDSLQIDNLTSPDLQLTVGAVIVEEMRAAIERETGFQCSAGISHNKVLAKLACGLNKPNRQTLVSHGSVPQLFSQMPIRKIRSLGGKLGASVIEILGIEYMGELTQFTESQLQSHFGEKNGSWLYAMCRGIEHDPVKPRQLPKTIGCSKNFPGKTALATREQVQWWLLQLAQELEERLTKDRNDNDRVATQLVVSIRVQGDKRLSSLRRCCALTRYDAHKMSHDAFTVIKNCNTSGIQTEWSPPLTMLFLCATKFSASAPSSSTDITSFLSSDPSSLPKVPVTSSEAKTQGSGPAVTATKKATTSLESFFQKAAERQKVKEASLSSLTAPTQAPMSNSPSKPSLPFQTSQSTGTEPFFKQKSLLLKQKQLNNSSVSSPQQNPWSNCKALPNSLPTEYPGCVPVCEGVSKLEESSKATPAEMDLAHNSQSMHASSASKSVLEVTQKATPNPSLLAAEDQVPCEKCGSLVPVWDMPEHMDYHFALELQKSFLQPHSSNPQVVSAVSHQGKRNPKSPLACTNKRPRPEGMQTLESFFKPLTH
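Fluorescent replication assay: 50 nM final substrate added after a 15 min room-temperature compound preincubation with 10 nM enzyme. Signal taken at 0 min and again at 10 min.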
GRP78 ERSR act: inducers of ER stress response in human glioma cells; U87-MG GRP78 promoter luciferase reporter, 16 h; Potency, µM, inactives show at the top dose activation, hits mostly activators; 420,000 tested, 0.02% active; further: potency means the concentration at half of the fitted maximal effect; series mostly up to about 76 µM; % of control where 0% means no effect; nearly all actives have a fitted effect of over 35% in size
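Stably transfected U87-MG glioma cells carrying a GRP78-based luciferase sensor; 16 h compound incubation. Luminescence end-point read 10 min after Bright-Glo addition at room temperature.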
Pol beta inh: inhibitors of human DNA polymerase beta | AID 485314 | Pol beta primer extension/strand displacement, fluorescence kinetic | P06746 | Potency, µM (series often up to 114 µM), inactives show at the top dose activity change, negative = inhibition, most hits filed as inhibitors | 340,000 tested, 1.3% active; further: potency means the concentration at half of the fitted maximal effect; on the % scale 0 is the no-effect control and ±100 the full control effect
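Kinetic readout of DNA synthesis with strand displacement by Pol beta. Compound and 10 nM enzyme sit 15 min at room temperature; 50 nM substrate starts the reaction, read immediately and at 10 min.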
* marks the source's active call; other numbers are inactive results; ? = inconclusive; / = no result given; [ ] = another dose, or the depositor's remark. Unless noted, the call rests on the fitted dose curve; in most records, active means well fitted curve in the direction sought with a large enough effect; inconclusive means small, poorly fitted or top-dose-only effect, or another doubt; inactive means no such curve, though single readings can be large; an effect the other way counts as inactive or inconclusive. An excerpt (hit frequency here may not be typical).

Structure	LDHA inh	BLM inh	APEX1 inh	POLK inh	Apoferritin bind	POLI inh	Pol eta inh	GRP78 ERSR act	Pol beta inh
Cc1ccc(OCCC(=O)OC(C)C(=O)NC2CC2)cc1 (configuration not stated)	-5	/	8%	1%	/	28%	4%	0%	/
CC(C)(C)CN1CCC(Oc2cccc(C(=O)NCCCOc3cccnc3)c2)CC1	0	1%	8%	5%	7%	-14%	-20%	0%	27%
CCN1C(=O)C(=O)N(CC(=O)Nc2cccc(C(F)(F)F)c2)C1=O	2	/	-22%	-15%	/	69%[activator]	-21%	-2%	/
Cc1cccc(N2CCN(C(=O)CS(=O)(=O)Cc3nc(-c4ccccc4F)oc3C)CC2C)c1 (configuration not stated)	1	-5%	0%	-10%	-5%	-8%	-11%	-1%	-4%
CCN(CC(=O)Nc1ccc(NC(C)=O)cc1)C(=O)Cc1ccccc1F	-4	-6%	5%	-1%	4%	4%	-19%	-2%	21%
CO[C@@H](C(C)C)[C@@H](C)[C@@H]1OC(=O)C[C@@H]1O	/	4%[12.4 µM]	39%[activator][12.4 µM]	/	8%[15.3 µM]	/	/	-4%	/
CN(Cc1ccccc1)c1nc(CN2CCOCC2)nc2scc(-c3ccccc3)c12	-5	-5%	-1%	-15%	-8%	0%	?	-4%	-9%
CN=C(NC(=O)Nc1c(C)cccc1C)NC(=O)Nc1c(C)cccc1C	-16	-4%	12%	-15%	-3%	-7%	-9%	-1%	?
O=C(Nc1cc(C(F)(F)F)ccc1F)C1CCCCC1	0	-9%	0%	-2%	?	-3%	-8%	-2%	17%
CCc1nnc(NC(=O)C23CC4CC(CC(C4)C2)C3)s1	-6	-4%	14%	-3%	-10%	-14%	2%	10%	39%
Cc1ccc(CN2CCSc3ccc(C(=O)NCC(C)c4ccccc4)cc32)cc1 (configuration not stated)	5	-8%	/	2%	710%[activator]	41%[activator]	-18%	1%	23%
COc1ccccc1-c1ccc(SCC(=O)NC2CCCC2)nn1	-3	/	3%	-16%	/	-9%	-11%	-3%	/
CCOc1cc(C2Nc3cccc4cccc(c34)N2)ccc1O	18	-6%	-6%	-8%	?	?	79µM*	-6%	1%
COc1ccccc1C(=O)NC(=S)N1CCc2ccccc21	-3	-4%	-5%	14%	?	11%	-4%	-4%	40%
COc1ccc2c(c1OC)C(=O)N1C2SC[C@H]1C(=O)NC1CCCC1 (some centres not stated)	-7	-3%	21%	-4%	-10%	24%	2%	-4%	20%
CC(c1ccccc1)C1C(C#N)=C(N)OC2=C1C(=O)CC(C)(C)C2 (configuration not stated)	0	-2%	-5%	2%	?	0%	-10%	-2%	-2%
CCCCC(=O)Nc1cccc(-c2cn3ccsc3n2)c1	-1	-1%	-2%	-13%	-18%	14%	0%	12%	-2%
CN=C(NC#N)NCCSC[C@H]1N=CN=C1C	/	2%[21.4 µM]	-1%[21 µM]	-13%[12 µM]	-2%[29.3 µM]	/	/	-4%	/
Cn1cccc1/C=C1\SC(=O)N(CC(=O)Nc2ccc(Cl)cc2)C1=O	0	-1%	4%	-6%	-11%	29%	-10%	-2%	0%
COc1ccc(OC)c(NC(=O)CSc2nc3cccnc3n2C)c1	0	0%	3%	-15%	-10%	26%	11%	1%	0%
COc1cc(C)ccc1OCC(=O)NC1CCCCCC1	0	/	16%	19%	/	22%	-9%	1%	/
O=C(COc1c(Br)cc(Br)cc1Br)N/N=C/c1ccco1	1	-3%	-2%	19%	-4%	11%	-11%	-5%	37%
CN(CCC1CCOCC1)C(=O)C1CCC(=O)N(CCc2ccccc2)C1 (configuration not stated)	-4	-1%	12%	-6%	-1%	19%	-10%	-4%	36%
COc1ccc2c(c1)C(C)CC(C)(C)N2C(=O)CSc1nc2ccccc2s1 (configuration not stated)	-3	-11%	-11%	-9%	43%[activator]	-7%	2%	-6%	0%
Cc1ccc(-n2c(SCC(=O)NCc3ccco3)nnc2-c2cccnc2)c(C)c1	-1	-6%	-4%	-12%	-22%	4%	2%	-4%	13%
O=C(CSc1ncnc2sc3c(c12)CCCC3)c1ccccc1	-5	-1%	0%	-4%	-6%	-7%	-13%	6%	?
Cn1c(=O)n(C)c2cc(/C=N/n3cnnc3)ccc21	6	0%	0%	-6%	-15%	29%	6%	-4%	10%
O=C(NCN1CCCCC1)c1cccnc1	-6	0%	1%	0%	0%	3%	0%	0%	-11%
COc1ccc(Cl)cc1NC(=O)CN1C(=O)NC2(CCCC2)C1=O	3	-3%	21%	5%	-19%	26%	-19%	2%	35%
N/C(Cc1ccc(Cl)cc1Cl)=N\OC(=O)Cc1ccccc1	5	-5%	-2%	-15%	-4%	14%	?	1%	25%

Structures from the list above that contain two or more sulfur atoms (2):
Structure	LDHA inh	BLM inh	APEX1 inh	POLK inh	Apoferritin bind	POLI inh	Pol eta inh	GRP78 ERSR act	Pol beta inh
COc1ccc2c(c1)C(C)CC(C)(C)N2C(=O)CSc1nc2ccccc2s1 (configuration not stated)	-3	-11%	-11%	-9%	43%[activator]	-7%	2%	-6%	0%
O=C(CSc1ncnc2sc3c(c12)CCCC3)c1ccccc1	-5	-1%	0%	-4%	-6%	-7%	-13%	6%	?

(further entries)
Structure	LDHA inh	BLM inh	APEX1 inh	POLK inh	Apoferritin bind	POLI inh	Pol eta inh	GRP78 ERSR act	Pol beta inh
CC(C)NC(=O)CSc1nnc(-c2ccco2)n1N	-14	0%	6%	-12%	-1%	23%	1%	-3%	0%
COc1ccc(Nc2nnc(SCC(=O)N3CCCC3)s2)cc1	1	2%	0%	-11%	-10%	10%	-17%	4%	1%
COc1ccc(N(C)C(=O)CCn2cnc3onc(-c4ccc(F)cc4)c3c2=O)c(OC)c1	-2	-4%	/	-2%	-16%	-25%	-4%	-3%	2%
CN1CCN(C(=O)C2=C[C@@H](C(C)(C)C)C[C@@H](OCc3ccc(CO)cc3)O2)CC1	1	-1%	-13%	11%	0%	12%	1%	-3%	10%
CC(C)CNC(=S)N1CCN(C)CC1	-20	-2%	14%	-1%	-4%	13%	-5%	-2%	49%
COc1cc(NC(=O)c2nc(-c3ccc(Cl)cc3)n3c2CCCCC3)cc(OC)c1OC	-2	-8%	/	-5%	-2%	5%	-12%	-2%	8%
O=C(CN1C(=O)C2CC=CCC2C1=O)NC1=NCCS1 (configuration not stated)	-10	-1%	0%	-4%	-16%	8%	9%	-3%	15%
Cc1ccc(-n2nc(C)c(C3(O)C(=O)N(C(C)C)c4ccccc43)c2N)cc1 (configuration not stated)	-1	2%	1%	0%	-14%	16%	-24%	0%	8%
NC(=O)COC(=O)c1c2c(nc3ccccc13)CCC2	3	-17%	-2%	?	-5%	?	35µM*	-1%	?
Clc1ccccc1-c1nc(NC2CCNCC2)c2ccccc2n1	/	0%	-1%	-3%[60.1 µM]	/	/	/	-2%	/
CCOC(=O)C1(Cc2cccc(OC)c2)CCN(Cc2cnc(SC)nc2)CC1	-5	-5%	3%	-6%	-12%	0%	-2%	-2%	-26%
CCOc1ccc(CNS(=O)(=O)c2ccc3c(c2)CC(=O)N3C)cc1	1	0%	26%	3%	-19%	27%	-16%	-5%	19%
O=C(N/N=C/c1cn(-c2cccs2)nc1-c1ccccc1)c1ccccc1Br	-2	-7%	-9%	1%	-11%	11%	-6%	2%	-2%
COc1cccc(NC(=O)Nc2nc(SC(C)(C)C)ns2)c1	-3	-20%	-8%	1%	?	-21%	-11%	10%	-3%
CCOc1cccc(C(=O)Nc2cccc(-c3nnc(-c4ccccc4)o3)c2)c1	-5	-1%	8%	-4%[60.1 µM]	-11%	5%	12%	5%	1%
CCCCN1CCc2nc(N3CCN(C)CC3)ncc2C1	6	4%	/	2%[60.1 µM]	-8%	-15%	-10%	-2%	16%
COCCCNC(=O)CSc1nc(-c2ccccc2)[nH]c1-c1ccc(C)cc1	8	-2%	/	-6%	5%	5%	-13%	-3%	30%
O=C(Cc1cccc2ccccc12)Nc1nc2ccccc2[nH]1	3	-1%	2%	-6%	-3%	-10%	-6%	-2%	0%
COc1cccc(/C=c2/[nH]c(=O)/c(=C\c3cccc(OC)c3OC)[nH]c2=O)c1OC	-4	/	/	-4%	/	2%	/	-2%	/
Cc1cccc(NC(=O)c2ccc(NC(=O)c3ccccc3Br)cc2)c1	-4	-4%	-10%	-15%	-12%	-33%	-3%	11%	9%
O=C1CC(N2CCCCCC2)C(=O)N1c1ccc(F)cc1 (configuration not stated)	-3	-1%	-6%	8%	-7%	37%[activator]	-9%	-5%	-19%
CC(C)COc1ccc(-c2nnn(CC(=O)N3CCCC3)n2)cc1	-7	1%	6%	-13%	0%	11%	-11%	7%	-18%
O=C(COC(=O)c1ccco1)NCc1ccccc1Cl	-2	-3%	-1%	0%	-18%	-17%	-9%	-2%	4%
Cc1ccc(NCC(=O)N/N=C/c2ccc(OC(=O)c3ccco3)cc2)cc1	5	-1%	3%	-7%	?	4%	7%	0%	29%
CN(C)c1ccc(C(=O)OCC(=O)NC2CCCCCC2)cc1	-12	2%	13%	-3%	?	140%[activator]	-14%	-4%	36%[activator]
Cc1[nH]c2ccccc2c1/C=N/Nc1cccc(C(=O)O)c1	-13	-9%	-6%	?	3%	?	56µM*	-9%	?
Cc1cc(NC(=O)C2CC(c3ccc(Cl)cc3)=NO2)no1 (configuration not stated)	-11	-4%	-6%	-10%	-12%	?	8%	-5%	4%
CN(CCOC(=O)CN1C(=O)c2ccccc2C1=O)C1=NS(=O)(=O)c2ccccc21	/	-3%	0%	/	-6%	/	/	/	-19%
O=S(=O)(NCC(c1cccnc1)N1CCOCC1)c1ccc(Cl)cc1 (configuration not stated)	-2	1%	11%	6%	-2%	32%[activator]	-17%	-8%	41%[activator]
Cc1ccccc1-c1nc(S(=O)(=O)c2ccccc2)c(NCCCN2CCOCC2)o1	0	/	12%	0%	/	-7%	-5%	-5%	/

Bioassay records (PubChem BioAssay)
